Growth percent in the NCI-60 one-dose screen (48 h, 10 µM unless noted): 100 = growth as untreated, 0 = no growth, -100 = all killed.
HL-60(TB): HL-60(TB) leukemia cells | hit rate 9% among 78,000; active = growth percent below 10
* marks the source's active call; other numbers are inactive results; & = joins results of further samples; [ ] = dose if it differs, or a comment. Some of the compounds tested (hit frequency here may not be typical).

smiles | HL-60(TB)
CC(=O)Oc1ccc(N2C(=O)C(Cl)=C(Nc3cccc(C(F)(F)F)c3)C2=O)cc1 | 96.5
CC(=O)O[C@H]1C/C=C\CC(=O)[C@@]2(C)O[C@@H]2CC[C@H](C)C1 | 135.9
O=C1c2ccccc2C(=O)N1CCCN1c2ccncc2Sc2ccncc21 | 101.5
Nc1ncnc2c1c(-c1ccc(Oc3ccccc3)cc1)nn2C[C@@H]1SSC[C@H]1O | -27.5*
CS(=O)(=O)Nc1ccc(Nc2c3ccccc3nc3cc([N+](=O)[O-])ccc23)cc1 | -8.0*
CCCO/N=C/c1ccccn1 | 94.8
C=CCn1c(=N)c(S(=O)(=O)c2ccccc2)cc2c(=O)n3ccccc3nc21 | 109.6
O=S(=O)(NCCNc1nccc(-c2c(-c3cccc(F)c3)nc3occn23)n1)c1ccc(F)cc1 | 100.4
CCNCC(C)(C)O | 101.5
CCOC(=O)/C(=C\c1ccc(N(C)C)cc1)C(C)=O | 128.6
Cc1nc(Nc2ncc(C(=O)Nc3c(C)cccc3Cl)s2)cc(N2CCN(CCO)CC2)n1 | 35.7&107.1
O=c1[nH]c(N2CCOCC2)nc2c(-c3cccc4c3sc3ccccc34)cccc12 | 73.7
CC(C)OC(=O)Nc1ccc(-c2ccc(NC(=O)OC(C)C)cc2)cc1 | 71.6
CCNC1(S(=O)(=O)O)C(=O)Nc2ccccc21 (configuration not stated) | 112.0
C=CC(=O)N1c2ccccc2N(C(=O)C=C)C(C)C1C (configuration not stated) | 12.9
[Cl][Hg][c]1ccc(Cl)s1 | -17.2*
CCCCCCOC(=O)N1CCCC1 | 54.4
Cn1cc(C(Nc2nc(-c3ccccc3)cs2)c2ccc(Br)cc2)c2ccccc21 (configuration not stated) | 140.4
CC12CCCC(=O)N1c1ccccc1-c1nc(=O)c(-c3ccccc3)nn12 (configuration not stated) | 95.6
COC(=O)C1(O)NC(=C(C#N)C#N)C(C#N)=C1C(=O)c1ccco1 (configuration not stated) | 102.3
O=C1OC(c2ccccc2)(c2cc(Br)c(O)c(Br)c2)c2ccccc21 (configuration not stated) | 110.0
CC1=NC=NC2C(=O)NN=C(C)C12 (configuration not stated) | 73.5
COc1ccc(/C=N/NC(=O)c2cnc3nc[nH]n3c2=O)cc1 | 97.3
OCc1cnccc1NCCCOc1ccccc1 | 89.4
CCOC(=O)Nc1ccccc1NC(=O)OCC | 78.1
O=C1NC(=O)C2(CC(C(=O)Nc3ccc4[nH]c(=S)[nH]c4c3)Oc3ccc(F)cc32)N1 (configuration not stated) | 97.8
NNC(=O)CC(=O)Nc1ccccc1Cl | 101.8
CCCCCn1c(=O)c2c(nc(NCCc3ccc(O)c(O)c3)n2C)n(C)c1=O | 83.1
CCc1nc(NC(=O)CCl)c(C#N)cc1C | 99.1
COC(=O)C(Cl)CCl (configuration not stated) | 99.3
O=C(C1CCCCC1)N1CC(=O)N2CCc3ccccc3C2C1 (configuration not stated) | 109.7
Clc1ccc2c(c1)-n1cccc1C(c1ccc3ccccc3c1)=NC2 | 76.9
COC(=O)[C@@]1(/C=C/c2ccccc2)C(=O)N(c2ccc(OC)cc2)[C@@]1(C(=O)OC)c1ccccc1 | 90.0
Cc1ccc2c(C)c3c(ccc4ccccc43)c[n+]2c1 | 94.4
Cc1ccc(S(=O)(=O)Oc2ccc3sc4c(CO)ccc(NCCN(C)C)c4c(=O)c3c2)cc1 | -51.1*[100 µM]
Nc1ncncc1-c1ccccc1 | 102.0
O=C(NC1CCCCC1)C(c1ccccc1[N+](=O)[O-])N(C(=O)C1CCc2cc(F)ccc2O1)c1ccc(F)cc1F (configuration not stated) | 88.9
COc1cc(-c2cc(-c3ccc(Cl)cc3)nc3nc(NN)[nH]c(=O)c23)cc(OC)c1OC | 81.8
COc1ccc(-c2c(C#N)c(N)nc3c2CCCC3C)cc1 (configuration not stated) | 89.4
Cc1cc(C)n(C(=O)CSc2nc3sc4c(c3c(=O)n2-c2ccccc2)CCCCC4)n1 | 107.1
CC(C)(C)OC(=O)C(Cc1cccc(-c2ccco2)c1)NC(=O)OCc1ccccc1 (configuration not stated) | 80.4
CC(C)N1CCOC(c2ccc(O)c(O)c2)C1 (configuration not stated) | 98.8
NC(=N/N=C(/c1ccccc1)c1ccc(N)cc1)/C(N)=N\N=C(/c1ccccc1)c1ccc(N)cc1 | 94.8
CCOC(=O)C1=C(C(=O)c2ccc(C)cc2)C(c2cccc(O)c2)NC(=S)N1 (configuration not stated) | 104.4
CS(=O)(=O)Nc1cc(-c2ccc3ncc(C#N)c(N[C@H](CO)c4ccccc4)c3c2)cnc1Cl | 25.0
CCOC(=O)c1[nH]c(C)c2c1CCc1cnc(Nc3ccccc3)nc1-2 | 103.7
CCOC(=O)c1sc2ccc(NCc3nc[nH]c3C)cc2c1NC(=O)c1cc(OC)c(OC)c(OC)c1 | 6.0*
C=C(C)[C@@H]1CC[C@]2(C(=O)OC)CC[C@]3(C)[C@H](CC[C@@H]4[C@@]5(C)C/C(=C/NC(N)=O)C(=O)C(C)(C)[C@@H]5CC[C@]43C)[C@@H]12 | 85.7
COC(=O)c1ccc2[nH]c(O)c(C(=Nc3ccc(N(C)C(=O)CN4CCN(C)CC4)cc3)c3ccccc3)c2c1 | -14.4*
NC(=O)C(F)(F)C(F)(F)C(N)=O | 101.4
COC(=O)/C(CCC=C(C)C)=C1\[C@@H](OC(C)=O)C[C@@]2(C)[C@H]1C[C@@H](O)[C@H]1[C@@]3(C)CC[C@H](NCCN)[C@@H](C)[C@@H]3CC[C@@]12C | -47.4*
COC1=CC(c2ccc[nH]2)=N/C1=C\c1[nH]c(C)c(C(=O)CCCCC(=O)Oc2ccc3c(c2)CCC2C3CC[C@]3(C)C(=O)CC[C@@H]23)c1C (some centres not stated) | 92.2
CN(C)c1nc(-c2ccccc2)cc(-c2ccc(O)cc2)n1 | 74.8
COc1cc(OC)c(S(=O)(=O)N(CCCl)CCCl)cc1C(=O)/C=C/c1cc(OC)c(OC)c(OC)c1 | -25.8*
C=CCN1CCCC1=O | 47.1
COc1cc(N(CCCl)CCCl)ccc1C=Nc1ccccc1C(=O)O | 94.8
CC1=C(C/C=C(\C)CCC[C@H](C)CCC[C@H](C)CCCC(C)C)C(=O)c2ccccc2C1=O | 104.7
Clc1ccccc1-c1conc1-n1nc(-c2ccccc2)nc1-c1ccccc1 | 109.6
O=CNc1cc([N+](=O)[O-])ccc1O | 97.7
CC(=O)C1=C(C)NC(NNC(N)=O)=NC1c1ccccc1 (configuration not stated) | 96.3

Continued:
smiles | HL-60(TB)
N#CCCN=Nc1c(O)[nH]c2ccc(Cl)cc12 | 104.6
Nc1c(C(=O)Nc2c(Cl)cccc2Cl)sc2nc3c(cc12)CCCC3 | 35.0
O=[N+]([O-])c1cccc(OCCBr)c1 | 111.6
CCN1CCN(C(=O)[C@]23CCC(C)(C)C[C@H]2C2=CC[C@@H]4[C@@]5(C)C/C(=C/c6ccco6)C(=O)C(C)(C)[C@@H]5CC[C@@]4(C)[C@]2(C)CC3)CC1 | 16.5
COc1ccc(/C(=C\c2ccc3c(c2)OCO3)C(=O)Nc2nc3ccc(N)cc3s2)cc1OC | 84.5
COC12c3c(C)cc(O)c4c(=O)occ(c34)C(=O)C1C13COC(=O)c4c(O)cc(C)c(c41)C(=O)C2C3OC(C)=O (configuration not stated) | 100.0
N/C(=N\N=C\c1ccc(Cl)cc1)c1c(N)nc(=S)[nH]c1-c1ccc(Cl)cc1Cl | 107.5
O=C1NC(=O)C(=Cc2cn(CC(O)Cn3cc(C=C4C(=O)NC(=O)NC4=O)c4ccccc43)c3ccccc23)C(=O)N1 | 106.8
CCc1cccc(CC)c1NC(=O)c1ccc(C)cc1 | 84.4
CC(Br)CCON1C(=O)c2ccccc2C1=O (configuration not stated) | 103.2
C/C(CC(C)C)=C(/C)C1CC1CCNS(=O)(=O)c1ccc(C)cc1 (configuration not stated) | 86.7
N=S(c1ccccc1[N+](=O)[O-])c1ccccc1[N+](=O)[O-] | 10.1
Cc1nc2sc(C(=O)Nc3ccccc3)c(N)c2cc1C(C)O (configuration not stated) | -2.2*
CC(C)=CCCC1=C2[C@H](C[C@@]3(C)[C@H]2C[C@@H](O)[C@H]2[C@@]4(C)CC[C@@H](O)[C@@H](C)[C@@H]4CC[C@@]23C)OC1=O | 59.0
O=C(O)C1OC(O)C(O)C(O)C1O (configuration not stated) | 100.5
Cc1cnc(C)[nH]1 | 100.7
CCOC(=O)N1CCN(/C(=N/c2sc(-c3ccccc3)nc2-c2ccccc2)c2ccc(C)cc2)CC1 | 74.1
CC(C)=CCc1ccc(O)cc1 | 74.1
Cc1ccc(O)cc1Nc1nc(SCCN2CCOCC2)nc2c1cnn2CC(Cl)c1ccc(Br)cc1 (configuration not stated) | -49.7*
COc1ccc(Nc2ncccc2C(=O)NCc2cn(Cc3cccc(Oc4ccccc4)c3)nn2)cc1 | 32.1
NS(=O)(=O)c1ccc(C(=O)NN2C(=O)c3cc(Cl)c(Cl)cc3C2=O)cc1 | 102.0
O=C(Nc1ccc2c3c(cccc13)CC2)c1cc2c([nH]c1=O)CCCC2 | 91.8
CCc1ccc(Cc2cnc(NC(=O)c3cc(C)oc3C)s2)cc1 | -21.3*
O=C(O)/C=C/c1cn(-c2ccccc2)nc1-c1ccc(Br)cc1 | 104.6
CC(O)CN(CCO)CCN(CCO)CC(C)O (configuration not stated) | 102.2
COc1ccc2nc(-c3cc4c([nH]c5ccccc54)c(-c4ccc(F)c(F)c4)n3)[nH]c2c1 | 48.6
COc1ccc(CSc2nc3ccc(Cl)cc3c(=O)n2-c2ccc(OC)cc2OC)cc1 | 122.2
OC(c1ccccc1)c1cccnc1 (configuration not stated) | 97.5
CC[C@]12C=CCN3CC[C@@]4(c5cc(-c6ccc(NC(=O)[C@H](Cc7cc8ccccc8[nH]7)NC(=O)OCc7ccccc7)cc6)c(OC)cc5N(C)[C@H]4[C@@](O)(C(=O)OC)[C@@H]1OC(C)=O)[C@@H]32 | 129.2
CN(C)c1ccc(/C=C2\SC(=S)N(Cc3ccco3)C2=O)cc1 | 89.0
N#Cc1c(Nc2ccc(Cl)cc2)nc2sc3cc(Cl)c(Cl)cc3n2c1=O | 130.7
CCCCN(CCO)C(=O)c1ccc([N+](=O)[O-])cc1 | 106.2
OC1(c2ccccc2)CCCC1 | 115.2
O=C(Nc1cccc(Cl)c1)OCCN1CCOCC1 | 87.5
CCCNc1ccc(S(=O)(=O)c2ccc(N)cc2)cc1 | 84.4
COc1ccc2nc(Cl)c(/C=C(\C#N)C(=O)c3cn(Cc4ccccc4)c4ccccc34)cc2c1 | 99.9
CC(C)OC(=O)CCc1c[nH]c2ccccc12 | 42.7
Cc1c(COc2ccccc2-c2cnco2)c(C)c(COc2ccccc2-c2cnco2)c(C)c1COc1ccccc1-c1cnco1 | 97.1
Cc1ccc2oc(=O)cc(CSC(=S)N3CCCCC3)c2c1 | 107.2
CC(=O)N(C)c1ccc([N+](=O)[O-])cc1 | 72.8

By substructure, those above containing a cyano group
smiles | HL-60(TB)
COC(=O)C1(O)NC(=C(C#N)C#N)C(C#N)=C1C(=O)c1ccco1 (configuration not stated) | 102.3
CCc1nc(NC(=O)CCl)c(C#N)cc1C | 99.1
COc1ccc(-c2c(C#N)c(N)nc3c2CCCC3C)cc1 (configuration not stated) | 89.4
CS(=O)(=O)Nc1cc(-c2ccc3ncc(C#N)c(N[C@H](CO)c4ccccc4)c3c2)cnc1Cl | 25.0
N#CCCN=Nc1c(O)[nH]c2ccc(Cl)cc12 | 104.6
N#Cc1c(Nc2ccc(Cl)cc2)nc2sc3cc(Cl)c(Cl)cc3n2c1=O | 130.7
COc1ccc2nc(Cl)c(/C=C(\C#N)C(=O)c3cn(Cc4ccccc4)c4ccccc34)cc2c1 | 99.9

Carrying on:
smiles | HL-60(TB)
CC1(C)C(=O)/C(=C\c2ccco2)C[C@]2(C)[C@H]3CC=C4[C@@H]5C[C@](C)(C(=O)O)CC[C@]5(C)CC[C@@]4(C)[C@]3(C)CC[C@@H]12 | -21.1*[100 µM]
Cn1c(N)c(C(=O)CCc2ccccc2)c(=O)n(C)c1=O | 104.0
CCOC(=O)C1=C(C(=O)c2ccccc2)C(c2cccc([N+](=O)[O-])c2)C(C(=O)c2ccccc2)=C(C(=O)OCC)N1 | 66.8
CN1CCN(Cc2ccc(NC(=O)c3cncc(C#Cc4cnc(N)c5ncccc45)c3)cc2)CC1 | 106.4
O=C1/C(=C\c2cccn2CCCCn2c3ccccc3c(=O)c3ccccc32)c2ccccc2N1c1c(Cl)cccc1Cl | 106.0
Cc1ccc2[nH]c(=S)n(-c3ccc(S(=O)(=O)Nc4ccc(Cl)nn4)cc3)c(=O)c2c1 | 100.3
COC(=O)C1CC2c3ccccc3C1c1ccccc12 (configuration not stated) | 108.5
CCOC(=O)c1c(N2CCCC2)[nH]c(=O)c(C=Nc2ccc(OC)cc2)c1O | 48.2
Cc1ccc(O)c(Cc2ccc(Br)cc2)c1 | 75.9
CC(=O)c1sc2nc(CSc3nc(C)cs3)[nH]c(=O)c2c1C | 97.1
CC(=O)C=P(c1ccccc1)(c1ccccc1)c1ccccc1 | 96.9
CCNC1(C#N)CCN(Cc2ccccc2)CC1 | 114.1
CCOC(=O)C1=C(c2ccccc2)N=C2SC3C(=NN(c4ccccc4)C3c3ccc(Br)cc3)N2C1c1ccc(O)c(OC)c1 (configuration not stated) | 86.3
CCCCSc1ccc(NC(=S)Nc2ccc(SCCCC)cc2)cc1 | 100.9
CN(C)c1ccnc2c1ccn2C(=O)NS(=O)(=O)c1ccc(Cl)cc1 | 66.8

Individual results from the results shown:
CC(=O)c1sc2nc(CSc3nc(C)cs3)[nH]c(=O)c2c1C @ HL-60(TB): 97.1
CCOC(=O)C1=C(C(=O)c2ccccc2)C(c2cccc([N+](=O)[O-])c2)C(C(=O)c2ccccc2)=C(C(=O)OCC)N1 @ HL-60(TB): 66.8
CN1CCN(Cc2ccc(NC(=O)c3cncc(C#Cc4cnc(N)c5ncccc45)c3)cc2)CC1 @ HL-60(TB): 106.4
Cn1c(N)c(C(=O)CCc2ccccc2)c(=O)n(C)c1=O @ HL-60(TB): 104.0

Assay outcomes: PubChem BioAssay, NCI
